PLK1 PBD inh: qHTS for Inhibitors of PLK1-PDB (polo-like kinase 1 - polo-box domain): Primary Screen | Serine/threonine-protein kinase PLK1 (Homo sapiens), P53350 | Plk1 PBD binding of FITC phosphopeptide, fluorescence polarization | Potency, µM, without a hit: max response, negative = inhibition, most hits filed as inhibitors | actives 2.8% (n = 360,000) | AID 720504, 2013; also: potency is read from the fitted curve at half-maximal effect; series mostly up to about 57 µM; % is scaled to controls: 0 for no effect and ±100 for the full control effect; nearly all actives have a fitted effect of over 65% in size
WRN helicase inh: qHTS for Inhibitors of WRN Helicase | Potency, µM (highest dose often 114 µM), inactives show top-dose activity change, negative = inhibition, usual class: inhibitors | actives 0.46% (n = 360,000) | WRN helicase unwinding, fluorescent forked duplex, kinetic | Bifunctional 3'-5' exonuclease/ATP-dependent helicase WRN (Homo sapiens), Q14191; also: potency is read from the fitted curve at half-maximal effect; % is scaled to controls: 0 for no effect and ±100 for the full control effect; nearly all actives have a fitted effect of over 55% in size
Target sequence (Q14191 whole entry, looked up): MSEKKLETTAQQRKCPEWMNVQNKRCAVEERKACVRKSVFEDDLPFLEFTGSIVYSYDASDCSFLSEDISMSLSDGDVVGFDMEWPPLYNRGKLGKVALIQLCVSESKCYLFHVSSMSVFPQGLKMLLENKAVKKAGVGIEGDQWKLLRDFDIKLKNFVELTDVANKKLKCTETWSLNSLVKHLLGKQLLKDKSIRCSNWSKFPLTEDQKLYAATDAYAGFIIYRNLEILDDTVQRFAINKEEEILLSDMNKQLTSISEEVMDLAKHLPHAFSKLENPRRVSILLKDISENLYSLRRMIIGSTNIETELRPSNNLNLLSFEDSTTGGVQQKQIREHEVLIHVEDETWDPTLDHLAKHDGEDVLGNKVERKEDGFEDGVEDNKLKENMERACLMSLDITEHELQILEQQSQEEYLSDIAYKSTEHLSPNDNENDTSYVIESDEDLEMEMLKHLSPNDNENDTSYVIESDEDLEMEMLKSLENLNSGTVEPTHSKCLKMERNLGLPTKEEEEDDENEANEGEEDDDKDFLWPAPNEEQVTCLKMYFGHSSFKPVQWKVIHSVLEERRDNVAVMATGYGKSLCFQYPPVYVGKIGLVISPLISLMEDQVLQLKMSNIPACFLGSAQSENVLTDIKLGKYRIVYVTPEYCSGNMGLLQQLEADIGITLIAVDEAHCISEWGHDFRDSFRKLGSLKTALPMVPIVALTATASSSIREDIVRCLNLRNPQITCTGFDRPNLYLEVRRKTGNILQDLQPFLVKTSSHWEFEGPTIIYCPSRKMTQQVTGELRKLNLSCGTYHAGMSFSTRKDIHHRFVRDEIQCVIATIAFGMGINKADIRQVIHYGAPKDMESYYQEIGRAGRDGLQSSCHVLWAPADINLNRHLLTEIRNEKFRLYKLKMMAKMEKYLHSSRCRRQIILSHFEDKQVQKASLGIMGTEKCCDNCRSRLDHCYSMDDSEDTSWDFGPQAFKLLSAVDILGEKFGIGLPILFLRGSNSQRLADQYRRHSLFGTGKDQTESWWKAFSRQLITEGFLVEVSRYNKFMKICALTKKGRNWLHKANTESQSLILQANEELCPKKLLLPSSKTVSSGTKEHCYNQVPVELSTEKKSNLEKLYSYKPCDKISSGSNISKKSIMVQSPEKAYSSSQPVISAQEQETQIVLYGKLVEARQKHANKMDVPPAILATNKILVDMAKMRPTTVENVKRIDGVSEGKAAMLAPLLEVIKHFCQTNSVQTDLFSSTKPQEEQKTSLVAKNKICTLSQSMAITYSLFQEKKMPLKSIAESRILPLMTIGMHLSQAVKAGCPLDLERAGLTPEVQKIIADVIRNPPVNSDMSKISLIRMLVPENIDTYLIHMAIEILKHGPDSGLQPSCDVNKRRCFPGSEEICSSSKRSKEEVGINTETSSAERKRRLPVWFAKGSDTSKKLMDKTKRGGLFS
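WRN at 20 nM final was preincubated with compound for 15 min at room temperature; reaction started with 100 nM forked duplex oligonucleotide carrying fluorophore and quencher plus 2 mM ATP (final). Unwinding followed kinetically by red fluorescence (ex 525/em 598 nm).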
FUS suppressor: qHTS for Suppressors of FUS Proteinopathy: Primary screen using FUS-linked yeast assay | AID 1347120, 2019 | Potency, µM (highest dose often 76.6 µM), without a hit: at the top dose growth rescue (activation), most hits filed as activators | actives 0.24% (n = 390,000) | S. cerevisiae FUS-expressing, growth rescue, OD600, 24 h;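 also: potency is read from the fitted curve at half-maximal effect; plate controls were DMSO vehicle for no effect and reference control for full effect; nearly all actives have a fitted effect of over 55% in size; some results filed as inactive show a strong effect at the top dose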
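Quantitative HTS measuring growth restoration of FUS-toxic yeast. Galactose-induced cells (OD 0.005) were exposed 24hr at 30C to compounds at several concentrations, then absorbance at 600 nm was recorded.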
IL2 activator: qHTS of IL-2 Activators; AID 652025, 2013; activation, % (series mostly up to about 46 µM); actives 0.065% (n = 360,000); IL-2 activation reporter assay, cell-based qHTS; stimulated with anti-CD3/CD4/CD28 beads; in transgenic mouse T cells; in the data active = activation above about 50%; inconclusive = mostly about 30% to 49%; also: 0% is about no effect
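EGFP and DsRed fluorescence is measured by plate cytometry in unstimulated transgenic mouse T cells exposed to compound for 60 minutes, then stimulated 18 hours at 37 degrees C with anti-CD3/anti-CD4 beads plus anti-CD28.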
EPAC1 antag: qHTS for Antagonist of cAMP-regulated guanine nucleotide exchange factor 3 (EPAC1): primary screen; Potency, µM (series often up to 115 µM), without a hit: top-dose activity change, negative = inhibition, most hits filed as inhibitors; Rap guanine nucleotide exchange factor 3 (Homo sapiens), O95398; EPAC1 GEF assay, Rap1b-BODIPY-GDP exchange fluorescence; actives 0.14% (n = 360,000);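 also: potency is read from the fitted curve at half-maximal effect; plate controls were vehicle for no effect and positive control for full effect; nearly all actives have a fitted effect of over 50% in size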
EPAC1 agonist: qHTS for Agonist of cAMP-regulated guanine nucleotide exchange factor 3 (EPAC1): primary screen; Rap guanine nucleotide exchange factor 3 (Homo sapiens), O95398; EPAC1 agonist qHTS, biochemical assay; response scale: 100% = response to 6.5 mM cAMP; Potency, µM (highest dose often 154 µM), for the others: top-dose activation, actives largely listed as activators; actives 0.073% (n = 360,000); AID 720707, 2013; also: potency is read from the fitted curve at half-maximal effect; nearly all actives have a fitted effect of over 60% in size
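Fluorescent GDP-exchange assay: 100 nM EPAC1 with 250 nM Rap1B preloaded with BODIPY-GDP and 50 uM GDP; compounds tested as concentration series, 5 min at room temperature, then read every 5 min for 30 min (ex 480/em 540 nm); normalized to 6.5 mM cAMP.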
PI5P4Ka inh: qHTS for Inhibitors of phosphatidylinositol 5-phosphate 4-kinase (PI5P4K). actives 1.2% (n = 330,000). PI5P4Kalpha enzyme, ADP-Glo luminescence, 60 min; active compounds read low. Phosphatidylinositol 5-phosphate 4-kinase type-2 alpha (Homo sapiens), P48426. max response, %. AID 652105, 2013; active = max response of -50% or lower; inconclusive = between -30% and -50%; inactive = -30% or higher; also: value at the top dose of about 77 µM; % is scaled to controls: 0 for no effect and ±100 for the full control effect
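Compounds were pin-transferred onto PI5P4Kalpha and substrate in HEPES pH 7.4 buffer with EGTA, CHAPS and 5% DMSO. ATP (5 microM final) started the reaction, which ran 60 minutes at room temperature before ADP-Glo detection.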
Abeta yeast res: qHTS for compounds that reverse cellular toxicity of Amyloid beta (A-beta) peptide in yeast: Primary Screen. yeast expressing A-beta42, growth rescue, OD600, 48 h; response scale: 0% DMSO, 100% iron-clioquinol control. Potency, µM (highest dose often 46.1 µM), for the others: at the highest dose growth rescue, most hits filed as activators. actives 0.063% (n = 410,000). AID 1347071, 2019; also: potency is read from the fitted curve at half-maximal effect; nearly all actives have a fitted effect of over 55% in size
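Yeast A-beta toxicity model in growth medium with pinned compounds, 48 h at 30 C; growth read as absorbance at 600 nm. Normalized to FeCl3/clioquinol equimolar mix (positive) and DMSO (negative).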
An asterisk follows results filed as active; [ ] = dose if it differs, or a comment. Unless noted, calls follow the shape of the dose curve; as a rule, active = well fitted curve in the direction sought with a large enough effect; inconclusive = small, poorly fitted or top-dose-only effect, or another doubt; inactive = no such curve, though single readings can be large; an effect the other way counts as inactive or inconclusive.

For O=C(c1ccccc1)N1CCCCC(S(=O)(=O)c2ccc3ccccc3c2)C1=O (stereo not drawn) the results were PLK1 PBD inh -5.6%, WRN helicase inh -1.7%, FUS suppressor 43.8%, IL2 activator -2.5, EPAC1 antag -5.4%, EPAC1 agonist 6.4% and Abeta yeast res -14.8%.
Screening CC(C)NC(=O)C1(C)CCN1C(=O)c1ccccc1 (stereo not drawn) returned PLK1 PBD inh -1.7%, WRN helicase inh 1.4%, FUS suppressor -21.7%, IL2 activator 0.8, EPAC1 antag -6.3%, EPAC1 agonist 4.9%, PI5P4Ka inh 0.3 and Abeta yeast res -10.5%.
C=C(C)COc1ccc(-c2nc(N)ncc2-c2ccccc2OC)c(O)c1 was read as PLK1 PBD inh -10.2%, WRN helicase inh -2.7%, FUS suppressor 32.5%, IL2 activator 0.4, EPAC1 antag -24.9%, EPAC1 agonist 9.2%, PI5P4Ka inh 2.3 and Abeta yeast res inconclusive.
Screening COC(=O)/C(=N/Nc1cccc(C)c1)N1CCCc2ccccc21 returned PLK1 PBD inh -9.3%, WRN helicase inh 11.1%, IL2 activator -0.7, EPAC1 antag 16.9%, EPAC1 agonist 5.1%, PI5P4Ka inh 3.1 and Abeta yeast res 2.4%.
For O=C(CC(=O)N/N=C/c1ccc(O)cc1)N/N=C/c1ccc(O)cc1 the results were PLK1 PBD inh -5.9%, WRN helicase inh -1.9%, FUS suppressor 5.7%, IL2 activator 0.2, EPAC1 antag 6.3%, EPAC1 agonist 5.7%, PI5P4Ka inh -5.8 and Abeta yeast res 11.6%.
For CCOC(=O)c1c(C)[nH]c(C(=O)COc2ccc3ccc(=O)oc3c2)c1C the results were PLK1 PBD inh 2.0%, WRN helicase inh -6.3%[11.6 µM], FUS suppressor -1.0%, IL2 activator -0.7, EPAC1 antag -1.7%, EPAC1 agonist 6.8%, PI5P4Ka inh -25.6 and Abeta yeast res 2.1%.
CON(C)c1nc(C2CCCCC2)c2cc(C)ccc2n1 was read as PLK1 PBD inh -10.8%, WRN helicase inh -8.6%, FUS suppressor 6.7%, IL2 activator 0.4, EPAC1 antag -14.9%, EPAC1 agonist -6.0%, PI5P4Ka inh 14.9 and Abeta yeast res 0.0%.
For CCC1ON(c2ccccc2)C2c3nc4ccccc4n3CC12 (stereo not drawn) the results were PLK1 PBD inh -6.9%, WRN helicase inh -2.6%, FUS suppressor -1.6%, IL2 activator 0.6, EPAC1 antag -1.3%, EPAC1 agonist 1.2%, PI5P4Ka inh 7.1 and Abeta yeast res 3.9%.
`COc1ccc(/C=C/C(=O)OCn2c(SC)nnc(C)c2=O)cc1OC` gave PLK1 PBD inh -28.1%, WRN helicase inh 2.4%, FUS suppressor 2.0%, IL2 activator 1.8, EPAC1 antag 3.7%, EPAC1 agonist 9.0%, PI5P4Ka inh -0.2 and Abeta yeast res 23.9%.
`Cc1cc(NC(=O)CSc2nc3c(c(=O)n2-c2ccc(Br)cc2)SCC3)no1` gave PLK1 PBD inh -1.9%, WRN helicase inh -4.9%, FUS suppressor -2.0%, IL2 activator -1.5, EPAC1 antag 8.7%, EPAC1 agonist -0.8% and Abeta yeast res 14.4%.
CC(=O)Nc1cccc(NS(=O)(=O)c2cn(C)c(=O)n(C)c2=O)c1 was read as PLK1 PBD inh -4.5%, WRN helicase inh -0.4%, FUS suppressor -28.0%, IL2 activator -1.1, EPAC1 antag 10.0%, EPAC1 agonist 16.1%, PI5P4Ka inh -4.4 and Abeta yeast res -0.9%.
For CC1CCN(C(=O)COC(=O)CCC(=O)c2cccs2)CC1 the results were PLK1 PBD inh 0.4%, WRN helicase inh 0.6%, FUS suppressor -9.2%, IL2 activator -0.6, EPAC1 antag 8.6%, EPAC1 agonist 10.8%, PI5P4Ka inh -4.0 and Abeta yeast res 2.4%.
Screening O=C(NNC(=O)c1ccc(-n2cncn2)c([N+](=O)[O-])c1)c1ccccc1 returned PLK1 PBD inh -4.5%, WRN helicase inh 4.5%, IL2 activator -1.3, EPAC1 antag 13.4%, EPAC1 agonist 16.2%, PI5P4Ka inh 1.9 and Abeta yeast res -4.0%.
COc1ccc(CN(C)CC2CCCN(CCc3ccccc3C)C2)cc1O (stereo not drawn) was read as PLK1 PBD inh 1.5%, WRN helicase inh -0.5%, FUS suppressor 10.6%, IL2 activator -1.6, EPAC1 antag 4.7%, EPAC1 agonist 3.7%, PI5P4Ka inh -0.6 and Abeta yeast res 2.1%.
Screening CN(C)c1cccc(NC(=O)c2cccc3c(-c4ccc(F)c(F)c4)coc23)c1 returned PLK1 PBD inh 1.4%, WRN helicase inh -2.4%, FUS suppressor 24.2%, IL2 activator 0.7, EPAC1 antag -3.8%, EPAC1 agonist -1.4%, PI5P4Ka inh 0.3 and Abeta yeast res 11.4%.
Screening COc1ccc(C(=O)Nc2ncccc2C)cc1S(=O)(=O)N1CCOCC1 returned PLK1 PBD inh -3.6%, WRN helicase inh 7.1%, FUS suppressor 16.9%, IL2 activator 0.6, EPAC1 antag 3.3%, EPAC1 agonist -6.0%, PI5P4Ka inh 0.0 and Abeta yeast res -5.8%.
For CC(=O)Nc1cc2c3c(c1)CCC(=O)N3CCC2 the results were PLK1 PBD inh -8.7%, WRN helicase inh -0.5%[57.1 µM], FUS suppressor 2.3%, IL2 activator -2.8, EPAC1 antag 8.8%, EPAC1 agonist -0.5%, PI5P4Ka inh 9.7 and Abeta yeast res 18.6%.
`C=CCNc1nc2ccccc2nc1NS(=O)(=O)c1cccc(C)c1` gave PLK1 PBD inh -23.4%, WRN helicase inh -2.7%, FUS suppressor -25.3%, IL2 activator 0.7, EPAC1 antag -9.7%, EPAC1 agonist -6.3%, PI5P4Ka inh 3.3 and Abeta yeast res -19.0%.
`COc1cc(/C=C/C(=O)OCC(=O)NCc2ccco2)cc(OC)c1OC` gave PLK1 PBD inh -7.4%, WRN helicase inh 0.8%, FUS suppressor 4.1%, IL2 activator -2.8, EPAC1 antag 8.8%, EPAC1 agonist -7.1%, PI5P4Ka inh -8.3 and Abeta yeast res -20.8%.
Screening O=C(NCCSCc1c(F)cccc1Cl)c1ccc(CN2CCOCC2)cc1 returned PLK1 PBD inh -1.1%, WRN helicase inh 2.3%, IL2 activator 1.1, EPAC1 antag 10.3%, EPAC1 agonist 5.1%, PI5P4Ka inh 4.7 and Abeta yeast res 11.5%.
`Cc1ccc(-n2c(C)c(C)c3c(NCCO)ncnc32)cc1` gave PLK1 PBD inh -10.1%, WRN helicase inh -6.7%, FUS suppressor 9.0%, IL2 activator -0.6, EPAC1 antag -26.4%, EPAC1 agonist -4.7%, PI5P4Ka inh -3.1 and Abeta yeast res -6.3%.
Screening Nc1c(C(=O)O)sc2nc(-c3ccccc3)cc(-c3ccc(Cl)cc3)c12 returned PLK1 PBD inh inconclusive, WRN helicase inh -33.0%, FUS suppressor 34.5%, IL2 activator 0.7, EPAC1 antag inconclusive, EPAC1 agonist -3.5%, PI5P4Ka inh -19.2 and Abeta yeast res -21.3%.
Screening CC1(C)C(CSc2nc3ccccc3[nH]2)C1(Cl)Cl (stereo not drawn) returned PLK1 PBD inh -1.3%, WRN helicase inh -2.4%, FUS suppressor 4.1%, IL2 activator -0.3, EPAC1 antag -3.9%, EPAC1 agonist 10.6%, PI5P4Ka inh 0.6 and Abeta yeast res 14.9%.
`CCOc1ccc2nc(N3CCCC(C(=O)NCCCN4CCCCC4)C3)sc2c1` (stereo not drawn) gave PLK1 PBD inh -4.6%, WRN helicase inh -7.3%, FUS suppressor 29.1%, IL2 activator -2.4, EPAC1 antag -4.3%, EPAC1 agonist -2.1%, PI5P4Ka inh 13.4 and Abeta yeast res 7.8%.
`CCNc1nc(NC(C)C)nc(NS(=O)(=O)c2ccc(N)cc2)n1` gave PLK1 PBD inh -11.1%, WRN helicase inh -15.7%, FUS suppressor 16.1%, IL2 activator -2.1, EPAC1 antag 0.9%, EPAC1 agonist 1.1%, PI5P4Ka inh -0.7 and Abeta yeast res -4.0%.
Screening COc1ccc(NC2SC(=O)N(CC(=O)O)C2=O)cc1 (stereo not drawn) returned PLK1 PBD inh -21.8%, WRN helicase inh 4.8%, FUS suppressor -15.1%, IL2 activator -1.5, EPAC1 antag 0.0%, EPAC1 agonist 4.4%, PI5P4Ka inh -14.9 and Abeta yeast res -3.0%.
CCn1c(=O)c2sccc2n(Cc2ccc(C)cc2)c1=O was read as PLK1 PBD inh 0.6%, WRN helicase inh 0.5%, FUS suppressor -18.0%, IL2 activator -1.9, EPAC1 antag -6.6%, EPAC1 agonist 1.6%, PI5P4Ka inh 5.5 and Abeta yeast res 6.2%.
Screening COc1ccc2nc(C)cc(N3CC(C)OC(C)C3)c2c1 (stereo not drawn) returned PLK1 PBD inh -3.5%, WRN helicase inh 8.5%, FUS suppressor 8.5%, IL2 activator -1.4, EPAC1 antag -1.9%, EPAC1 agonist -6.2%, PI5P4Ka inh -2.4 and Abeta yeast res 0.0%.
CCCCN1CNC(=S)N(c2ccccc2OCC)C1 was read as PLK1 PBD inh -6.0%, WRN helicase inh 3.8%, IL2 activator 0.1, EPAC1 antag 2.9%, EPAC1 agonist -4.9%, PI5P4Ka inh -5.7 and Abeta yeast res 6.9%.

An excerpt taken from the entries so far:
Screening COc1ccc2nc(C)cc(N3CC(C)OC(C)C3)c2c1 (stereo not drawn) returned PLK1 PBD inh -3.5%, WRN helicase inh 8.5%, FUS suppressor 8.5%, IL2 activator -1.4, EPAC1 antag -1.9%, EPAC1 agonist -6.2%, PI5P4Ka inh -2.4 and Abeta yeast res 0.0%.
CCCCN1CNC(=S)N(c2ccccc2OCC)C1 was read as PLK1 PBD inh -6.0%, WRN helicase inh 3.8%, IL2 activator 0.1, EPAC1 antag 2.9%, EPAC1 agonist -4.9%, PI5P4Ka inh -5.7 and Abeta yeast res 6.9%.

Not a hit list; overall some 4.1% were active at least once.
